Compound activity: PubChem, several laboratories
PfHsp90 set2: growth inhibition of yeast expressing Plasmodium Hsp90. S. cerevisiae expressing PfHsp90, BacTiter-Glo ATP, 48 h; yeast lacking PDR1 and PDR3 efflux regulators. inhibition, % at 9.4 µM. hit rate 0.32% among 310,000;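 active = every replicate shows inhibition above about 80%, whatever the replicate mean, limit read from the data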;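 also: 0% = DMSO neutral controls and 100% = 20 µM radicicol positive controls; yeast relying on Plasmodium falciparum Hsp90 in place of its own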
HTR5A inv ag: inverse agonist of human HTR5A in OPRM1-OPRD1 counter-screen; P47898; HTR5A cell line, luminescence, inverse agonism; inhibition, % at 9.3 µM; hit rate 0.083% among 340,000; in the data active = inhibition mostly above about 23%, no sharp cut-off; inactive = mostly below about 18%;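 also: 0% = cells with DMSO and 100% = no-cell wells with DMSO; some compounds called inactive have numbers as strong as hits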
Target sequence (P47898 whole entry, looked up): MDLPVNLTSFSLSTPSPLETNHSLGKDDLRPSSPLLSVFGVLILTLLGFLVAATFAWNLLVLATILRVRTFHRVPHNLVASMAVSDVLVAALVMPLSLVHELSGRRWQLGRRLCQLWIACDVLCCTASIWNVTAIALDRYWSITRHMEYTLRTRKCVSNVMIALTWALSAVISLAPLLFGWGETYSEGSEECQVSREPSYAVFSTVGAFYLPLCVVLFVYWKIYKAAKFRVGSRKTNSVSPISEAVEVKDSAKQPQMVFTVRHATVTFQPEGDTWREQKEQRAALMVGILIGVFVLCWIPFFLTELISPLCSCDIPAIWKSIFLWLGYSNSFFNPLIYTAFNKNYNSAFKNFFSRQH
MOR-DOR ag: agonists of human mu-delta opioid receptor heterodimerization. P35372+P41143. cells, OPRM1-OPRD1 heterodimerization, luminescence. activation, % at 9.3 µM. hit rate 0.3% among 340,000; in the data active = activation above about 18%;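 also: 0% = vehicle-treated cells and 100% = reference agonist; values of inactives mirror those of a sister screen read the other way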
HTR5A ag ctr: HTR5A agonism, opioid heterodimer counter-screen. P47898. HTR5A agonist assay, luminescence, cell-based. activation, % at 9.3 µM. hit rate 0.61% among 340,000; in the data active = activation mostly above about 9.5%, no sharp cut-off; inactive = mostly below about 7.6%;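 also: 0% = cells with vehicle only and 100% = reference agonist; strong numbers were not always called active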
OPRM1-OPRD1 inv: mu-delta opioid heterodimer inverse agonism. inhibition, % at 9.3 µM. cell-based MOR-DOR heterodimer luminescence. P35372+P41143. hit rate 0.21% among 340,000; in the data active = inhibition above about 22%, passing the limit was not always enough;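 also: 0% = cells with DMSO and 100% = wells without cells with DMSO; values of inactives mirror those of a sister screen read the other way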
PKA-R1A act: PKA-R1A complex activation; P00514+P68181; PKA-R1A dissociation, Cy5-IP20 fluorescence polarization; scaled: DMSO 0%, 113 µM cGMP 100%; activation, % at 11.4 µM; hit rate 0.083% among 340,000;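 active = percent activation above the mean of all tested compounds plus 3 SD, cut at about 19% in these data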;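 also: higher means more PKAc released from R1A so a rise in polarization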
Ecoli viability: bacterial growth inhibition, counter-screen for AddAB inhibitors | E. coli V3065 growth, OD600 absorbance, 18 h | inhibition, % at 11.9 µM | hit rate 0.27% among 330,000;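 active = inhibition above the campaign's mean inhibition across all tested compounds plus 3 SD, cut at about 9.9% in these data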;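 also: uninfected addAB+ strain grown without phage in ampicillin broth; 0% = DMSO wells and 100% = ciprofloxacin 0.95 µg/ml wells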
Pemphigus Ab inh: inhibitors of pemphigus antibody binding to human desmoglein-3; P32926; DSG3-coupled beads, scFv-anti-DSG3-GFP binding, flow cytometry; hits give low values; binding (percent of control), % at 10 µM; hit rate 0.48% among 310,000; AID 588358;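 active = binding more than 3 SD below its plate's average and above zero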;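 also: hits lower antibody fragment binding to DSG3; some compounds called inactive have numbers as strong as hits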
AddAB inh: less growth of phage-infected E. coli with AddAB; E. coli expressing H. pylori AddAB, absorbance growth; inhibition, % at 11.9 µM; hit rate 0.29% among 330,000; in the data active = inhibition above about 12%;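 also: 0% = vehicle wells of infected cells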
SUMO Mot1 rescue: blocks SUMOylation pathway, rescuing yeast Mot1-301 growth. growth rescue, % at 18.8 µM. hit rate 1% among 320,000. S. cerevisiae Mot1-301 growth rescue, ATP luminescence, 38.5C; percent above DMSO median, 100 means doubled;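 active = every valid replicate shows activation above 250% relative to neutral control wells; inactive = the rest, any valid replicate at or below 250%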;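 also: OY570 slx delta 5 strain wells were the positive control but not used for scaling; some compounds called inactive have numbers as strong as hits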
phage Ecoli inh: E. coli growth loss with phage present | growth absorbance | inhibition, % at 11.9 µM | hit rate 0.26% among 360,000 | AID 651602; in the data active = inhibition above about 11%
* hit, by the source's call; . = no result given. This is a random part of the collection. Share with any hit: about 3.2%.

SMILES	PfHsp90 set2	HTR5A inv ag	MOR-DOR ag	HTR5A ag ctr	OPRM1-OPRD1 inv	PKA-R1A act	Ecoli viability	Pemphigus Ab inh	AddAB inh	SUMO Mot1 rescue	phage Ecoli inh
CN(CCOc1ccc(Cl)cc1)C(=O)CN1C(=O)NC2(CCCCC2)C1=O	-1	-4	-0.6	3	4	2	-0.3	103	0.8	208	4.1
C=C1CCC[C@]2(C)C[C@H]3OC(=O)C(CNC(C)(CO)CO)[C@H]3CC12 (some centres not stated)	-24	-4	0.1	1	0	-6	-1.8	98	-3.2	-9	0.7
Oc1ccccc1-c1cc(-c2ccc3c(c2)OCCO3)n[nH]1	47	1	0.1	-2	-1	-8	1.6	127	2.1	-5	2.6
O=C(Nc1ccc(Cl)cn1)Nc1ccccc1F	.	7	2.0	5	-12	0	-0.7	109	2.5	11	5.1
Cc1cc(OC(C)C(=O)NCC2CCCO2)cc(C)c1Cl (configuration not stated)	1	-11	-3.3	11*	17	-5	0.2	99	0.7	491	0.7
COc1ccccc1CCNC(=O)c1cccc(S(=O)(=O)NCc2ccccc2)c1	3	3	-0.6	-2	4	2	0.6	100	1.7	13	3.6
COc1ccc(CNC(=O)c2ccc(NC(=O)CC3SC(N4CCCC4)=NC3=O)cc2)cc1 (configuration not stated)	52	7	-1.6	-1	8	-4	1.3	102	1.4	15	1.7
Cc1ccc(C(=O)CSc2nnc(-c3ccccc3N)n2C)cc1C	9	-8	-0.7	3	4	-1	-0.6	76	-0.9	4	-0.2
O=C(CCNC(=O)C1CCN(S(=O)(=O)c2ccccc2)CC1)NCc1ccc(Cl)cc1Cl	4	6	-1.8	-2	9	-1	-2.0	103	-1.2	0	-1.2
CCC(=O)c1ccc(OCC(=O)Nc2ccc(N3CCOCC3)cc2N2CCOCC2)cc1	-14	-5	-2.4	6	13	-2	0.8	105	-2.3	-1	2.2
O=C1CCC(C(=O)NCc2ccc3c(c2)OCO3)N1 (configuration not stated)	.	7	-1.9	-3	9	-3	0.2	109	-1.6	-4	0.1
CCOC(=O)c1cc(-c2ccc(OC)cc2OC)nn1-c1ccc(C(=O)O)cc1	14	-11	-3.3	0	17	-3	0.6	96	2.2	.	2.8
O=c1c2ccccc2oc2nc(C3CCCCC3)n(Cc3ccco3)c(=O)c12	-1	2	-0.7	0	4	4	0.3	.	-1.2	37	3.2
COc1ccc(C(=O)C(Sc2nnc(C)c(=O)[nH]2)c2ccc(OC)cc2)cc1 (configuration not stated)	5	-9	-3.7	3	20	8	3.0	97	1.7	1	0.1
CCOc1ccccc1NC(=O)CCNS(=O)(=O)c1ccc(NC(C)=O)cc1	-7	14	0.5	-4	-2	13	0.0	100	0.8	5	-0.2
CCc1c(C)nc(N2CCN(c3ccccc3F)CC2)[nH]c1=O	4	1	1.6	0	-8	3	-0.1	103	5.4	8	0.1
CC(=O)CC(C)(C)n1nnc(-c2ccccc2)n1	-11	-10	-2.1	2	12	4	0.3	106	-0.4	5	0.1
Cc1ccc(C)c(NC(=O)c2sc(Cl)nc2C)c1	-32	-9	-0.8	1	5	-6	1.1	98	2.1	-5	4.7
Cc1cc(C)c(NC(=O)CNC(=O)COC(=O)C2CCN(c3ccc(C(F)(F)F)cn3)CC2)c(C)c1	-10	-2	0.7	1	-4	7	0.6	100	-1.6	9	-2.3
CCc1cccc(CC)c1NC(=O)COC(=O)c1ccc2c(c1)S(=O)(=O)c1ccccc1C2=O	-1	-7	-0.4	3	2	-9	2.8	106	-0.9	21	1.3
O=C(CCSCCC(=O)NN=Cc1ccc(F)cc1)NN=Cc1ccc(F)cc1	15	-2	-3.6	0	18	-4	.	.	.	.	4.3
O=S(=O)(c1ccc(F)cc1)N1CCN(C(=S)NC2CC2)CC1	.	6	0.8	1	-3	11	-0.7	107	1.6	-8	-0.4
CCOC(=O)c1c(C)[nH]c(C(=O)COC(=O)CNC(=O)c2ccccc2Cl)c1C	-14	14	-0.6	-5	3	10	-1.6	103	1.8	-5	5.6
COc1cccc(NC(=O)C2CCN(C(=O)[C@@H]3Cc4ccccc4CN3)CC2)c1	-16	-9	-3.6	0	18	-8	-1.9	95	1.5	4	2.1
N/C(Cc1ccc(Cl)c(Cl)c1)=N\OC(=O)c1ccc(Br)o1	95*	19	8.3	5	-42	2	1.0	110	5.9	69	-0.1
CCN(CC)C(=O)CSc1nc2sc3c(c2c(=O)n1CCOC)CCC3	5	-9	1.9	2	-9	-5	1.3	107	-0.7	-11	0.6
Cc1ccc(S(=O)(=O)N2CCCC(C(=O)Nc3ccc(C(=O)O)cc3)C2)cc1Cl (configuration not stated)	-56	-5	-1.7	2	9	1	-1.1	90	-1.6	4	3.2
COCCNC(=O)CN(Cc1ccccc1)S(=O)(=O)c1ccc2nc(C)sc2c1	-6	3	-2.3	-1	10	-4	-0.1	100	-0.5	-6	-1.6
CCc1cccc(OCCn2nc(C(=O)O)c3ccccc3c2=O)c1	-21	-11	3.5	4	-16	-4	-1.4	101	-0.9	140	-0.2
Nc1nonc1-c1noc(N2CCCCC2)n1	26	-1	-4.1	0	17	-1	1.3	96	3.3	18	4.8
COC(=O)CCC(=O)NNC(=O)C1CC1(c1ccccc1)c1ccccc1 (configuration not stated)	-15	9	-3.6	-3	18	-9	-2.1	110	0.3	9	-4.0
COc1cc(C(=O)Nc2ccncc2)cc(OC)c1OC	-1	3	-1.7	3	10	-4	-2.2	100	1.8	8	0.2
COc1ccc(-c2nnn(Cc3nn[nH]n3)n2)cc1OC	-53	-8	-1.1	-4	6	-10	2.2	.	2.6	-3	2.0
Cc1cc(C)c(C)c(S(=O)(=O)N2CCN(C(=O)c3ccccn3)CC2)c1C	-9	-12	-0.1	4	1	-7	-0.6	114	2.3	.	0.9
c1ccc2c(c1)COC(CNC1CCCCC1)OC2	0	14	1.1	1	-6	-14	3.8	108	3.9	6	1.5
CC1CCCCC1NC(=O)CSCC(=O)O (configuration not stated)	6	5	-2.3	6	12	1	-0.3	92	0.6	809	5.1
O=C(Nc1c[nH]c(=O)[nH]c1=O)OCc1ccccc1	.	-2	-1.9	0	10	6	.	96	.	.	1.2
CCOC(=O)c1c(CN(C)C)n(-c2ccccc2)c2cc(Br)c(O)cc12	7	-11	7.6	4	-39	4	-0.2	111	0.5	5	3.5
CCOC(=O)c1c(C)nc2c(c1-c1cc(OC)ccc1OC)C(=O)c1ccccc1-2	-5	-16	-3.6	6	16	-2	-1.2	98	-1.3	-8	3.3
O=C(CCn1nc(-c2ccc(Cl)cc2)ccc1=O)NCc1cccnc1	-18	5	-0.1	2	1	7	-0.2	98	-0.6	-2	4.4
CCN(CC)S(=O)(=O)c1ccc2c(c1)N(CC(=O)NCCc1ccc(S(N)(=O)=O)cc1)C(=O)CO2	15	2	-2.1	-1	10	5	0.6	.	-0.8	-12	1.8
CC(=O)c1cccc(S(=O)(=O)Nc2cc(C(F)(F)F)ccc2N2CCOCC2)c1	-3	0	2.1	0	-9	-5	-0.3	.	0.4	.	0.7
CCC12CN3CCN(CC(C3)/C1=N\NC(=O)Nc1ccccc1)C2	17	-36	-2.3	-1	12	-2	-0.9	100	-2.2	13	2.0
Cc1cc(C)cc(NC(=O)C2CCCN2/C=C/C(=O)C(F)(F)F)c1 (configuration not stated)	30	2	-0.7	0	3	3	2.4	.	4.5	-2	2.1
CC(C)N1CCC(N2CCN(Cc3ccc(C#CC(C)(C)O)s3)CC2CCO)CC1 (configuration not stated)	8	-27	-1.7	-3	8	-15	-3.2	114	-2.5	-11	1.4
Cc1ccc(-c2nn(-c3ccccc3)cc2/C=N/NC(=O)c2ccc(Br)o2)cc1	2	-1	1.6	0	-7	-4	-4.8	.	4.5	24	2.8
CC(=O)c1ccc(-c2ccc(C(=O)NCC(c3ccc(F)cc3)N3CCOCC3)o2)cc1 (configuration not stated)	-14	-12	-1.1	5	7	4	0.0	99	-3.4	6	1.3
COc1ccccc1N(C)S(=O)(=O)c1ccc(C(=O)OCC(=O)Nc2cc(C)on2)cc1	12	3	0.7	-1	-4	-1	-0.1	102	3.3	0	2.3

The last four records of the section before lead into the next:
SMILES	PfHsp90 set2	HTR5A inv ag	MOR-DOR ag	HTR5A ag ctr	OPRM1-OPRD1 inv	PKA-R1A act	Ecoli viability	Pemphigus Ab inh	AddAB inh	SUMO Mot1 rescue	phage Ecoli inh
CC(C)N1CCC(N2CCN(Cc3ccc(C#CC(C)(C)O)s3)CC2CCO)CC1 (configuration not stated)	8	-27	-1.7	-3	8	-15	-3.2	114	-2.5	-11	1.4
Cc1ccc(-c2nn(-c3ccccc3)cc2/C=N/NC(=O)c2ccc(Br)o2)cc1	2	-1	1.6	0	-7	-4	-4.8	.	4.5	24	2.8
CC(=O)c1ccc(-c2ccc(C(=O)NCC(c3ccc(F)cc3)N3CCOCC3)o2)cc1 (configuration not stated)	-14	-12	-1.1	5	7	4	0.0	99	-3.4	6	1.3
COc1ccccc1N(C)S(=O)(=O)c1ccc(C(=O)OCC(=O)Nc2cc(C)on2)cc1	12	3	0.7	-1	-4	-1	-0.1	102	3.3	0	2.3
CCCCC(c1nnnn1CCOC)N1CCN(C(=O)c2ccco2)CC1 (configuration not stated)	5	18	-2.4	4	10	1	.	107	.	.	3.5
CCc1cc(=O)oc2c(C)c(OCC(=O)NC3CC(C)(C)NC(C)(C)C3)ccc12	-5	-1	-0.4	-1	2	-3	-0.4	.	-1.5	-4	.
Cc1ccc(C(=O)Nc2nc3ccccc3n3nnnc23)cc1	.	-29	-2.4	5	13	-4	-0.2	102	0.3	27	1.5
CCOc1ccc(N2CC(C(=O)NCCc3c[nH]c4ccc(OC)cc34)CC2=O)cc1 (configuration not stated)	12	-59	2.1	20*	-17	-3	-3.1	112	2.2	-17	0.8
Cc1ccc(Oc2ncccc2CO)cc1	9	-23	-2.0	8	12	4	0.2	102	1.6	75	3.9
COCCNC(=O)Cn1c(=O)n(CCC(=O)NCCc2ccccc2)c(=O)c2ccccc21	-26	-10	-0.9	3	5	10	0.5	108	1.7	-20	0.5
CC1(O)CC(=O)N(c2ccccc2)O1 (configuration not stated)	10	-23	-3.8	8	17	7	-1.8	98	3.1	0	2.5
CC(C)c1cc(C(=O)NCc2cccnc2)no1	-26	-6	0.6	3	-3	6	-0.1	101	-0.2	-1	.
COc1ccccc1C1CC(=O)Oc2c(C(C)C)ccc(C)c21 (configuration not stated)	-10	-4	4.5	1	-22	-1	2.9	98	2.5	.	-0.1
COc1ccc(C2(O)CCN(Cc3nnnn3Cc3ccc(F)cc3)CC2)cc1	9	12	0.3	1	-2	-3	3.5	104	1.1	10	3.7
Cc1ccc2c3c(cccc13)-c1ccccc1C2=O	33	-1	0.5	-2	-2	-12	2.1	125	1.7	8	3.2
CC1CN(C2CCN(S(=O)(=O)c3ccccc3)CC2)CC(C)O1 (configuration not stated)	-29	0	-1.9	-4	9	-4	2.0	105	3.1	4	-3.7
COc1ccc(C(CC(=O)O)NC(=O)Cc2ccccc2)cc1OC (configuration not stated)	-3	-2	-2.2	2	10	-17	1.1	99	3.7	11	4.1
